Screening data deposited in PubChem by several laboratories.
NPY-Y1 antag – NPY-Y1 (human) receptor antagonism; P25929; HEK293-CNG Y1 cells, membrane potential fluorescence; NPY at EC95, then isoproterenol; inhibition, % at 3.6 µM; actives 1% (n = 200,000);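 active = inhibition above the campaign mean inhibition of all tested compounds plus 3 SD, cut at about 20% in these data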;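 note: 0% = DMSO wells given NPY plus isoproterenol and 100% = isoproterenol alone without NPY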
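Benchmarks – high control isoproterenol alone, low control NPY with isoproterenol · Material – HEK293 Y1/CNG channel cell line · Times – dye 3 h, compound 60 min room temperature, stimulation 45 min · Probe or stimulus – NPY (25 nM), isoproterenol (1 µM), Ro 20-1724 (25 µM) · Evaluation – % inhibition of NPY effect · Signal – fluorescence, membrane potential probe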
p97 ATPase inh – inhibitors of human p97 ATPase. P55072. recombinant p97 ATPase, Kinase-Glo ATP luminescence, 3 h. inhibition, % at 8 µM. actives 0.42% (n = 220,000). AID 1481; in the data active = inhibition above about 15%;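 note: 0% = DMSO vehicle and 100% = wells lacking enzyme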
S1P4 antag – antagonists of human S1P4 receptor; inhibition, % at 4.98 µM; actives 0.26% (n = 220,000); S1P4-expressing cells, antagonist mode, reporter read-out; in the data active = inhibition above about 29%;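 note: 0% = wells stimulated with agonist and 100% = vehicle wells without agonist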
EP2 antag – EP2 receptor (human) inhibition. P43116. C6 glioma cells expressing human EP2, cAMP TR-FRET; cells stimulated with saturating PGE2. actives 0.52% (n = 260,000). inhibition, % at 25 µM;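 active = percent inhibition above 40 after rounding to a whole number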;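 note: rat C6 glioma host cells with rolipram phosphodiesterase inhibitor present; the protocol text gives 20 µM as final concentration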
Target sequence (P43116 whole entry, looked up): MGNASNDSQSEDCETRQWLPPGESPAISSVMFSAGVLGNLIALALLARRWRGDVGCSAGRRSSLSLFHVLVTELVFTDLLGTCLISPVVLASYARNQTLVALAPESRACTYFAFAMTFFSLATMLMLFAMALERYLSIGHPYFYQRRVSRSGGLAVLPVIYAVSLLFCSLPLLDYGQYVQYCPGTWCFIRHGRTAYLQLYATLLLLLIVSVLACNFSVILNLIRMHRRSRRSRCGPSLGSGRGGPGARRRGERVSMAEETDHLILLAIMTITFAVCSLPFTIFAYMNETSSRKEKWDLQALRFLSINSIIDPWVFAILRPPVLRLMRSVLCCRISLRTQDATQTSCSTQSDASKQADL
eIF4E-4G inh – inhibitors of eIF4E and eIF4G interaction in translation initiation. P63073+Q04637. TR-FRET eIF4E-eIF4GI(517-606) binding, 2 h. inhibition, % at 21.7 µM. AID 782. actives 0.37% (n = 220,000);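 active = inhibition above about 30%, limit read from the data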;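 note: 0% = full FRET control wells and 100% = background wells lacking eIF4GI fragment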
S1P4 ag – agonists of human S1P4 receptor; O95977; S1P4-expressing cell line, agonist reporter assay; AID 1509; actives 0.35% (n = 220,000); activation, % at 4.98 µM; in the data active = activation above about 11%;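 note: 0% = DMSO vehicle and 100% = reference agonist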
NPY-Y2 PAM-ag – potentiates or activates human NPY-Y2 receptor | cells expressing NPY-Y2, potentiator/agonist read-out | actives 0.45% (n = 220,000) | activation, % at 3.6 µM; in the data active = activation above about 27%;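 note: cells stimulated with NPY near EC25 plus isoproterenol at EC100; 0% = vehicle plus submaximal agonist and 100% = vehicle plus saturating agonist; some results beyond the cut were filed as inactive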
Target sequence (P49146 whole entry, looked up): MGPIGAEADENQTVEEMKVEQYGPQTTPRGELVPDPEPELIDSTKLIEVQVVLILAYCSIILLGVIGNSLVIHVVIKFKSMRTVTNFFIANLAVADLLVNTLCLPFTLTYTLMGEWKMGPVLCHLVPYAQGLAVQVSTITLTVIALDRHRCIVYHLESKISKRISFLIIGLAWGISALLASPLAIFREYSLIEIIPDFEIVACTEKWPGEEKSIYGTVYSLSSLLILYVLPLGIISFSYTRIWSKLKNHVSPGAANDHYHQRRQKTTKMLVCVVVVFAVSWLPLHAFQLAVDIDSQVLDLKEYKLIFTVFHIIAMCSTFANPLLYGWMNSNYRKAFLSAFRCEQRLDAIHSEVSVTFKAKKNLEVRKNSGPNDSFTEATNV
NPY1 pot ag – potentiators or agonists of human neuropeptide Y receptor Y1. actives 0.37% (n = 220,000). activation, % at 3.6 µM. NPY-Y1 expressing cells, potentiator/agonist activation. P25929. AID 1304; in the data active = activation above about 33%, passing the limit was not always enough;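 note: cells stimulated with NPY at EC10 then isoproterenol at EC100; 0% = low agonist plus stimulus and 100% = saturating agonist plus stimulus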
EP2 modulator – modulators of human EP2 prostaglandin E2 receptor; P43116; EP2-expressing cells, cAMP HTRF FRET, PGE2 co-stimulation; induction, % at 25 µM; actives 0.83% (n = 260,000); AID 940;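 active = compounds whose cAMP rise, as percent of the full-agonist control response, exceeds 60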;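 note: rat C6 glioma line stably carrying human EP2 under a CMV promoter; the protocol text gives 20 µM as final concentration; 100% = response of wells given 1 µM PGE2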
An asterisk follows results filed as active; · = no result given; & = joins results of further samples; [ ] = dose if it differs, or a comment. This is a subset (hit frequency here may not be typical).

SMILES | NPY-Y1 antag | p97 ATPase inh | S1P4 antag | EP2 antag | eIF4E-4G inh | S1P4 ag | NPY-Y2 PAM-ag | NPY1 pot ag | EP2 modulator
OCCN1CCN(CC(O)COCc2ccc3c(c2)OCO3)CC1 (configuration not stated) | 8 | 0 | -20 | 16 | -1 | 0.5 | -19 | -21 | 8
COc1ccc(-n2c(=S)[nH]c3cc(C(=O)NCCCN4CCCC4=O)ccc3c2=O)cc1OC | 5 | -1 | -2 | 2 | 6 | 1.8 | -15 | -11 | -10
Cc1cccc(N=C/C(C(=O)C(F)(F)F)=C(\O)c2ccco2)c1 | 5 | -3 | 5 | 8 | -1 | -0.2 | -3 | -6 | 16
CCn1c(SCC(=O)Nc2ccc3c(c2)c2ccccc2n3CC)nnc1-c1ccco1 | -3 | 13 | 12 | · | -1 | 0.0 | 11 | 9 | 32
CCCn1c(SCC#N)nc2c(c1=O)C1(CCCC1)Cc1ccccc1-2 | 3 | -3 | -2 | 15 | 0 | -0.4 | -13 | -21 | 11
N#Cc1ccc(Oc2nc(Nc3ccc(F)cc3)nc(N3CCCC3)n2)cc1 | 11 | -1 | 7 | 7 | 4 | -0.5 | -7 | -11 | 18
CCCCC(=O)NC1=C(C(=O)OC)SCC1 | 3 | 2 | -25 | 8 | -1 | 0.7 | -1 | 6 | 15
COc1ccc(S(=O)(=O)N2CCCCC2)cc1NC(=O)CN1CCN(C(C)=O)CC1 | -3 | 3 | 5 | 5 | -2 | 0.5 | 16 | 5 | 5
CCc1ccc(/C(C)=N/NC(=O)c2ccccn2)cc1 | 2 | 8 | 6 | 5 | 0 | 12* | -8 | 10 | -29
COc1n[nH]c(C(=O)Nc2cc(F)ccc2C)c1[N+](=O)[O-] | 0 | -5 | -9 | 9 | 1 | -0.5 | 7 | 7 | 43
CCOC(=O)c1c(NC(=O)c2cc(-c3ccc(O)cc3)on2)sc(C(C)=O)c1C | -3 | 6 | 1 | 13 | 31* | -0.9 | 2 | -14 | 11
Cc1cc2cc(CNC(=O)C3CC3)ccc2n1C | -2 | 1 | 7 | 9 | -2 | -1.5 | 17 | 1 | 21

Next part; it opens with the 4 that closed the last part.
SMILES | NPY-Y1 antag | p97 ATPase inh | S1P4 antag | EP2 antag | eIF4E-4G inh | S1P4 ag | NPY-Y2 PAM-ag | NPY1 pot ag | EP2 modulator
CCc1ccc(/C(C)=N/NC(=O)c2ccccn2)cc1 | 2 | 8 | 6 | 5 | 0 | 12* | -8 | 10 | -29
COc1n[nH]c(C(=O)Nc2cc(F)ccc2C)c1[N+](=O)[O-] | 0 | -5 | -9 | 9 | 1 | -0.5 | 7 | 7 | 43
CCOC(=O)c1c(NC(=O)c2cc(-c3ccc(O)cc3)on2)sc(C(C)=O)c1C | -3 | 6 | 1 | 13 | 31* | -0.9 | 2 | -14 | 11
Cc1cc2cc(CNC(=O)C3CC3)ccc2n1C | -2 | 1 | 7 | 9 | -2 | -1.5 | 17 | 1 | 21
CC(=O)c1cccc(NC(=O)N2CCCC2C(=O)Nc2cccc(C)c2)c1 (configuration not stated) | 0 | 6 | -16 | · | -11[fluorescence artefact?] | 1.6 | -11 | 10 | 7
COc1cccc(OC)c1-c1nn(-c2ncc(C(F)(F)F)cc2Cl)c(=O)o1 | · | 2 | -15 | 5 | -6 | 0.5 | -4 | -7 | 21
O=C(COc1ccccc1[N+](=O)[O-])Nc1ccc2c(c1)OCO2 | 3 | 2 | -3 | 6 | 0 | 0.5 | -5 | 16 | 0
CNc1oc(/C=C/c2ccccc2)nc1C#N | 4 | 2 | -18 | 12 | 3 | 3.0 | 4 | 19 | -12
O=C(CSc1nc(-c2ccccc2)nc2c1CCCC2)N1CCOCC1 | 16 | 2 | -8 | 9 | -3 | 0.7 | -11 | 2 | -19
CC(=NCCCn1ccnc1)c1c(-c2ccccc2)[nH]n(-c2nc3ccccc3s2)c1=O | -6 | 2 | -1 | 4 | -3 | -2.5 | -12 | -40 | -36
Cc1ccc(NS(=O)(=O)c2ccc(CCC(=O)NC3CC3)cc2)cc1 | 8 | 2 | -5 | 8 | 4[fluorescence artefact?] | -1.1 | 0 | 16 | 13
CCCn1c(=S)[nH]c2cc(Cl)ccc21 | · | 6 | -16 | 6 | 1 | 1.9 | -7 | 7 | 12
O=C(Oc1ccc2c(c1)OCC2=O)c1ccc(Cl)cc1 | · | 5 | 8 | 10 | 7 | -0.8 | 9 | -17 | -9
CC1(C)Oc2ccc3ccc(=O)oc3c2/C(=C/Nc2cccc(O)c2)C1=O | 1 | 2 | -24 | 4 | 6 | 2.5 | -9 | 0 | 21
O=C(c1ccco1)N1CCN(c2ncnc3c2cnn3-c2ccccc2)CC1 | 4 | -6 | 8 | 16 | -3[fluorescence artefact?] | 0.6 | -8 | -20 | 10
CC(C)c1nc(NCCO)c2nnn(Cc3ccccc3)c2n1 | 2 | 2 | 1 | 5&9 | -3 | 1.0 | -9 | -1 | 1&25
COc1ccc(Cc2nnc(SC)[nH]c2=O)cc1OC | 1 | -8 | 6 | 7 | -1[fluorescence artefact?] | -0.9 | -7 | 14 | 30
COC(=O)c1cc(NC(=O)CSc2nnc(CN3CCOCC3)n2C)ccc1Cl | -4 | 12 | -12 | 14&15 | -4 | -1.3 | 5 | -30 | 25&-2
O=C(O)c1ccc(NCCc2ccc(Cl)cc2)c([N+](=O)[O-])c1 | -2 | 1 | -11 | 7 | -4 | -0.1 | 6 | 1 | -3
CC1CCN(C(=O)CSc2nnc(CSc3ncccn3)n2C)CC1 | 7 | 0 | -12 | 5 | -1[fluorescence artefact?] | 3.0 | -1 | -12 | 29
S=C(Nc1ccccc1Cl)NC1CCCCCC1 | -1 | 2 | -6 | 2 | -3 | 1.4 | 2 | 4 | -36
Cc1cccc(NC(=O)CSc2nccn2C)c1 | -5 | 2 | -7 | 10 | · | 2.0 | -4 | -4 | ·
CCc1ccc(NC(=O)N(CCCOC(C)C)C2CCN(C(C)=O)CC2)cc1 | 0 | -2 | 6 | 5 | 0 | -0.5 | -8 | -3 | 24
COC(=O)CN1C(c2ccc(Cl)cc2)=Nc2ccc(Cl)cc2C1c1ccccc1 (configuration not stated) | 27* | 2 | 4 | 16 | -1 | -2.5 | -5 | -24 | 22
CC(C)N(C)C1CCN(C(=O)Nc2ccc(Cl)c(Cl)c2)CC1 | 3 | 6 | -9 | 9 | -1[fluorescence artefact?] | 1.5 | 17 | 20 | 4
O=S1(=O)CC2SC(=S)N(c3ccccc3)C2C1 (configuration not stated) | · | 5 | 0 | 9 | 2 | 0.1 | -21 | 5 | -2
COc1ccc(NC(=O)c2cc3cccc(OC)c3oc2=Nc2ccc(C(=O)O)cc2)cc1OC | -2 | 4 | -16 | 4 | 0 | 1.8 | -1 | 3 | 0
COc1ccc2nc(N3CCCC(O)C3)c(C#N)cc2c1 (configuration not stated) | 7 | 5 | -3 | · | 6 | -0.7 | 5 | -4 | 16
CC(C)OCCCNC(=O)c1cccs1 | 4 | 5 | 1 | 10 | 6[fluorescence artefact?] | 0.2 | 7 | -21 | 10
CCN(CC)c1ccc(NC(=O)/C=C/c2cc(Br)ccc2OC)cc1 | -3 | -1 | -6 | · | 10[fluorescence artefact?] | 0.2 | -1 | 22 | 15
Cc1cc2cc(CNC(=O)Nc3ccc(Cl)c(Cl)c3)ccc2n1C | -2 | 3 | 13 | 14 | 1 | -0.3 | -10 | 9 | -2
O=C1NC2(CCSC2)C(=O)N1CC(=O)N(Cc1ccccc1)C1CCS(=O)(=O)C1 (configuration not stated) | · | -1 | 10 | 3 | -4 | -0.9 | -5 | -7 | 6
Clc1cccc(Cl)c1CO/N=C/c1cccs1 | · | 0 | 13 | 16 | 8 | 0.0 | 9 | -3 | -41
COc1cccc2c1C(=O)CC2NC(=O)C(F)(F)F (configuration not stated) | 4 | 0 | -7 | 7 | -6 | 0.5 | -2 | -4 | -4
CC1=C(C)C(OCCCl)N(c2cc(O)c(Cl)cc2F)C1=O (configuration not stated) | · | 8 | -14 | 9 | 2 | -1.6 | -1 | 14 | 0
CS(=O)(=O)N(CC(=O)O)c1cc(Cl)cc(Cl)c1 | -2 | 4 | -10 | 22 | 4 | 0.8 | -7 | -23 | 9
COc1ccccc1-n1c(CCn2nc(C)c(Br)c2C)n[nH]c1=S | 1 | -1 | -8 | 4 | 11[fluorescence artefact?] | 0.3 | -10 | -10 | 31
Cc1cccc2c1N1C(=O)c3c(C(=O)O)cccc3C1CC2C (configuration not stated) | 2 | 1 | 0 | 19 | -2[fluorescence artefact?] | -2.5 | 0 | 4 | 22
Cc1ccc2c(c1)CCCN2C(=O)Nc1ccc2c(c1)OCO2 | -1 | -5 | 12 | 5 | 0 | -0.2 | -4 | -10 | 7
C=CCn1c(NC)cc(=O)n(C)c1=O | 4 | 3 | 7 | 12 | -7 | -2.0 | 0 | -22 | 32

Record cards, from the list above. Order of screens: NPY-Y1 antag	p97 ATPase inh	S1P4 antag	EP2 antag	eIF4E-4G inh	S1P4 ag	NPY-Y2 PAM-ag	NPY1 pot ag	EP2 modulator
CC(C)OCCCNC(=O)c1cccs1 is entered as 4	5	1	10	6[fluorescence artefact?]	0.2	7	-21	10
CS(=O)(=O)N(CC(=O)O)c1cc(Cl)cc(Cl)c1 is entered as -2	4	-10	22	4	0.8	-7	-23	9
Cc1cccc2c1N1C(=O)c3c(C(=O)O)cccc3C1CC2C (configuration not stated) is entered as 2	1	0	19	-2[fluorescence artefact?]	-2.5	0	4	22

(list continues)
SMILES | NPY-Y1 antag | p97 ATPase inh | S1P4 antag | EP2 antag | eIF4E-4G inh | S1P4 ag | NPY-Y2 PAM-ag | NPY1 pot ag | EP2 modulator
CCOC(=O)Cc1csc(NC(=O)/C=C/c2cccc(Br)c2)n1 | 1 | 0 | -18 | 9 | 3 | 1.3 | 6 | 4 | -93
CCC(C)c1ccc(OCc2ccc(C(=O)OC)o2)cc1 (configuration not stated) | · | 4 | -9 | 7 | -4 | -0.5 | 3 | 9 | 47
Cc1nnc(SCC(=O)NCc2ccccc2)s1 | 2 | 0 | -17 | 4 | 1[fluorescence artefact?] | -0.6 | -1 | -5 | 7
Cc1ccnc(SCc2cc(=O)c(OC(=O)c3ccco3)co2)n1 | -3 | 7 | 7 | 1 | 4 | 1.5 | -3 | -14 | 13
CC1CCN(C(=S)c2ccc([N+](=O)[O-])cc2)CC1 | 3 | 1 | -6 | 10 | -5 | 7.4 | 9 | 11 | 24
COc1ccc(C(=O)NNC(=O)c2ccncc2)cc1 | 4 | 3 | -5 | 3 | -2 | 5.8 | 4 | 6 | 15
CCOC(=O)c1cnn(-c2nc(OCC)cc(OCC)n2)c1C | 9 | -1 | -5 | 1 | 10 | 0.5 | -20 | -5 | -1
CCCC(c1nnnn1Cc1ccco1)N1CCN(C(=O)c2ccco2)CC1 (configuration not stated) | -4 | 5 | 0 | 10 | 4 | -1.4 | 0 | 9 | 13
CCOc1cc(C(=O)OCc2ccc(C(=O)OC)o2)cc(Br)c1OC | 8 | -2 | -10 | 13 | -3[fluorescence artefact?] | -0.3 | -21 | -31 | 9
